Screens (PubChem)
Shiga inhibitor: Shiga toxin inhibition; 9.2% of 290,000 active; inhibition, % at 38.7 µM; Vero cells, Shiga toxin protein synthesis inhibition reporter; in the data active = inhibition mostly above about 28%, no sharp cut-off; inactive = mostly below about 43%; also: 0% is about no effect
Pf growth 48h: P. falciparum growth inhibition at 48 hours (one generation) | Potency, µM (doses to about 28.7 µM), for the others: top-dose activity change, negative = inhibition, most hits filed as inhibitors | 5.9% of 310,000 active | AID 504832 | P. falciparum luciferase growth in erythrocytes, 48 h; also: potency is read from the fitted curve at half-maximal effect; % is scaled to controls: 0 for no effect and ±100 for the full control effect
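Growth was read as firefly luciferase luminescence after a 48 h, 37 C, 5% CO2 exposure of compounds to reporter-bearing P. falciparum cultures (0.1% parasitemia, 2% hematocrit final) in Albumax-supplemented RPMI 1640.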
HCV inhibitor: blocks hepatitis C virus | Huh7.5.1 HCVcc-Cre infection, luciferase reporter, 44 h | Potency, µM (series often up to 41.8 µM), for inactives: at the top dose activity change, negative = inhibition, usual class: inhibitors | 3.4% of 340,000 active; also: potency is read from the fitted curve at half-maximal effect; % is scaled to controls: 0 for no effect and ±100 for the full control effect
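Infectious HCVcc-Cre (~0.5 moi) was added to cells just after compound, with cells seeded 4 h earlier at 1,000 per well. Luciferase activity after 44 h culture reported infection; substrate was incubated 15 min at room temperature before reading.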
Cycloheximide cs: counter-screen for Shiga toxin inhibitors: cycloheximide protein synthesis inhibition | cell reporter, cycloheximide protein synthesis inhibition counterscreen | max response, % | 12% of 300,000 active | AID 2314; in the data active = max response mostly above about 13%, no sharp cut-off; inactive = mostly below about 14%; also: read at 38.3 µM for the half of the compounds with a filed dose; 0% is about no effect
LmPK inh: blocks Leishmania mexicana pyruvate kinase activity. Q27686. purified LmPK, Kinase-Glo ATP luminescence, 1 h. Potency, µM (top dose mostly 57.5 µM), without a hit: at the top dose activity change, negative = inhibition, hits mostly inhibitors. 0.37% of 290,000 active; also: potency is read from the fitted curve at half-maximal effect; % is scaled to controls: 0 for no effect and ±100 for the full control effect
Target sequence (Q27686 whole entry, looked up): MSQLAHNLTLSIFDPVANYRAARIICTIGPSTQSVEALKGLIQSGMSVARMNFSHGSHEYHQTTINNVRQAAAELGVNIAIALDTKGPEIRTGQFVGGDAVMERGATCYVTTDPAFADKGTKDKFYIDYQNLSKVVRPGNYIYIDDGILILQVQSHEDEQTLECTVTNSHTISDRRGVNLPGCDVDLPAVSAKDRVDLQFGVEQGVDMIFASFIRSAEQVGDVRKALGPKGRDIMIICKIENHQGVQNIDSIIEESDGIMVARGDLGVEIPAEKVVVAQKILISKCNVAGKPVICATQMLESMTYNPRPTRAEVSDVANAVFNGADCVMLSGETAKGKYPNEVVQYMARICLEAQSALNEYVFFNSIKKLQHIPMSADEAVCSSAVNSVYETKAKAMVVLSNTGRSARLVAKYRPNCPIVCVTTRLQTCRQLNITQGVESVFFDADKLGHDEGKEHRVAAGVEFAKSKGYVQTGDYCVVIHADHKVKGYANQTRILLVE
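qHTS format; LmPK 0.1 nM; substrates PEP 0.5 mM and ADP 0.1 mM. One-hour room-temperature incubation, then coupled luciferase luminescence; 0.5 nM enzyme wells mark activation.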
Pf growth 96h: P. falciparum growth inhibition at 96 hour, primary screen for plastid delayed-death inhibitors; P. falciparum luciferase reporter growth, 96 h; Potency, µM (highest dose often 28.7 µM), for the others: top-dose activity change, negative = inhibition, actives largely listed as inhibitors; AID 504834; 6.9% of 320,000 active; also: potency is read from the fitted curve at half-maximal effect; % is scaled to controls: 0 for no effect and ±100 for the full control effect
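P. falciparum expressing integrated firefly luciferase, in erythrocytes at 2% hematocrit, 0.05% parasitemia, incubated with compounds 96 h at 37 C, 5% CO2. Growth inhibition read as loss of luminescence; two-generation exposure targets delayed-death apicoplast inhibitors.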
Tb PYK inh: inhibitors of Trypanosoma brucei pyruvate kinase. Q57TT1. TbPYK enzyme, Kinase-Glo Plus ATP luminescence, 45 min. Potency, µM (top dose mostly 76.8 µM), inactives show top-dose activity, negative = inhibition, usual class: inhibitors. 0.12% of 410,000 active. AID 624173; also: potency is read from the fitted curve at half-maximal effect; % is scaled to controls: 0 for no effect and ±100 for the full control effect; nearly all actives have a fitted effect of over 50% in size
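Activity of T. brucei pyruvate kinase was followed by Kinase-Glo Plus luminescence after the enzyme reacted 45 min at room temperature with 130 uM ADP (final) and substrate. Test compounds were added before ADP at multiple concentrations.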
An asterisk follows results filed as active; ? = inconclusive; . = no result given; & = joins results of further samples; [ ] = dose if it differs, or a comment. Unless noted, calls follow the shape of the dose curve; as a rule, active = well fitted curve in the direction sought with a large enough effect; inconclusive = small, poorly fitted or top-dose-only effect, or another doubt; inactive = no such curve, though single readings can be large; an effect the other way counts as inactive or inconclusive.

Structure,Shiga inhibitor,Pf growth 48h,HCV inhibitor,Cycloheximide cs,LmPK inh,Pf growth 96h,Tb PYK inh
COc1ccc(NC(=O)c2cccc(S(=O)(=O)N3CCN(C)CC3)c2)c(OC)c1,-6,?,-15%,1,1%,?,-3%
CCC1Sc2ccc(S(=O)(=O)CCC(=O)NCc3ccco3)cc2NC1=O (configuration not stated),-7,-14%,-21%,37,-3%,9%,-6%
CCN1CCCC1Cn1cnc2c([nH]c3cccc(Cl)c32)c1=O (configuration not stated),-32,?,?,4,3%,?,-18%
COc1c2c(nc3ccccc13)OC(C(C)(O)COC(C)=O)C2 (configuration not stated),45,-3%,3%,-1,-2%,.,-2%
C[C@@H]1CN(C2CCC(C#N)(c3ccc(F)cc3)CC2)CC[C@]1(C(=O)O)c1ccccc1 (some centres not stated),.,6%,0%,.,.,2%,-11%
CN(C)C(=O)N1CCC(C(=O)NCc2ccc3c(c2)OCO3)CC1,-17,.,-22%,-1,7%,31%[activator],2%
Cc1ccc(OCc2nc3c4c(ncn3n2)-c2ccccc2CC42CCCC2)cc1,-5,?,-5%,1,3%,15µM*,3%
CN(C)C(=O)CSc1nnc(Cc2ccccc2)n1CC1CCCO1 (configuration not stated),-15,-3%,1%,-1,1%,?,4%
O=C(Nc1ccc(Cl)cc1Cl)c1cccc(N2C(=O)C=CC2=O)c1,-3,4%,-8%,3,12%,49%[activator],?
Cc1[nH]ccc(=O)c1OCc1c(F)cccc1Cl,-7,12%,22%,7,-1%,35%[activator],2%
COc1ccc(C2/C(=C(\O)c3ccc4c(c3)CC(C)O4)C(=O)C(=O)N2Cc2cccnc2)c(OC)c1 (configuration not stated),-6,-26%,32%[activator],7,-6%,?,5%
O=C(Nc1ccc(OC(=O)c2ccco2)cc1)c1ccco1,32*,-23%,15%,18,14µM*,?,2%
CCc1nnc(NC(=O)CSc2nnc3c(n2)[nH]c2ccccc23)s1,25,33%[activator],-6%,-5,0%,?,1%
Cc1c(Cl)cccc1NC(=O)CSc1nccn1C,-5,4%,6%,1,1%,?,5%
O=C(COC(=O)c1ccc(CNS(=O)(=O)c2ccc(F)c(Cl)c2)cc1)NCC1CCCCC1,-5,14%,11%,0,2%,18%,-2%
CCN(CC1COc2ccccc2O1)S(=O)(=O)c1ccc(C)cc1 (configuration not stated),0,-3%,?,-3,-4%,18%,13%
CCN1C(=O)N(S(=O)(=O)C(F)(F)F)[C@@H](c2ccccc2)C(C(=O)OC)=C1C,12,?,-3%,0,0%[11.5 µM],?,0%
CN(C)CCNC(=O)c1cccc(NS(=O)(=O)c2ccc(Cl)c(Cl)c2)c1,-6,1%,4%,-4,5%,-3%,1%
O=C(COC(=O)c1cc(NS(=O)(=O)c2cccs2)ccc1O)Nc1ccccc1,-2,-1%,-16%,2,9%,32%[activator],-3%
O=c1c2c(ncn1CCO)nc1n2CCC1,12,4%,16%,0,4%,-7%,6%

Structure,Shiga inhibitor,Pf growth 48h,HCV inhibitor,Cycloheximide cs,LmPK inh,Pf growth 96h,Tb PYK inh
CC(C)c1c(O)nc(SCCN2CCOCC2)[nH]c1=O,10,18%,6%,12,4%,69%[activator],2%
CC1=C(OC(=O)C(C)(C)C)C(C)(C)C(c2ccccc2)OC1=O (configuration not stated),9,5%,?,-5,-1%,?,1%
Cc1cc(C)n2c(Nc3ccc4c(c3)OCCO4)c(-c3ccc(C)o3)nc2n1,28,.,-11%,14,-1%,5.9µM*,-3%
Cc1cccc(OCc2nnc(SCC(=O)N3CCCCC3)o2)c1,-3,29%,-3%,-2,-3%,-29%,-1%
O=C(NCCSCc1ccc(Cl)cc1)c1cccs1,-6,3.3µM*,-8%,9,10%,10µM*,0%
CCCCNC(=O)CSc1nnc(Cc2ccccc2)n1CC1CCCO1 (configuration not stated),-4,2%,1%,-4,1%,-15%,3%
O=C1C=C(Nc2ccc(Cl)cc2)CC(c2ccccc2)C1 (configuration not stated),-7,?,?,-2,4%,-4%,-1%
Cc1ccc(S(=O)(=O)NCCNC(=O)c2ccc(C)nc2)cc1,-22,0%,20%,-4,-3%,4%,2%
CCC(C(=O)NCC1CCCO1)N(C(=O)CNS(=O)(=O)c1ccccc1)c1ccc(F)cc1 (configuration not stated),-8,-3%,-3%,-1,-1%,13%,-1%
CCOC(=O)N1CCN(C(=O)c2ccc(NS(=O)(=O)c3ccc4[nH]c(=O)[nH]c4c3)cc2)CC1,.,-2%,17%,.,.,-4%,1%
O=C(NCC(c1cccnc1)N1CCN(c2ccc(F)cc2)CC1)c1ccc2c(c1)OCO2 (configuration not stated),-1,.,?,-2,2%,23%,-7%
COc1ccccc1CCNC(=O)CN1C(=O)c2ccccc2S1(=O)=O,.,-9%,12%,.,.,28%,-7%
CCS(=O)(=O)c1ccc2oc(Nc3ccc(OC)cc3)nc2c1,38,65%[activator],11%,22,9%,69%[activator],-5%
COC(=O)c1nc2n(n1)C(c1cc(OC)ccc1OC)C(C(=O)OC1CCCCC1)=C(C)N2 (configuration not stated),-8,-2%,-1%,-3,4%,?,.
CC1(C)CC(=O)C2=C(C1)N(Cc1ccco1)C(=O)NC2(C(F)(F)F)C(F)(F)F,-10,.,-2%,-4,2%,12%,-5%
COc1cccc(-n2c(SCC(N)=O)nc3c([nH]c4ccccc43)c2=O)c1,-13,3%,-12%,-5,-10%,.,-12%
CCn1nc(CCC(=O)O)c2ccccc2c1=O,-2,-1%,0%,-3,0%,-1%,-6%
CC(C)NC(=O)C1CCN(C2CCN(C(=O)c3ccc4cccc(F)c4n3)CC2)CC1,20,8%,10%,1,-2%,15%,-1%
Cc1ccccc1NC(=O)c1ccc(F)c(S(=O)(=O)N2CCCCC2)c1,-9,-6%,-10%,16,-3%,-6%,-7%
Cc1cccnc1NC(=O)c1ccc(S(=O)(=O)N2CC(C)OC(C)C2)cc1 (configuration not stated),-13,-21%,10%,-1,2%,?,-5%

Two records picked at random from those above, as already listed:
Structure,Shiga inhibitor,Pf growth 48h,HCV inhibitor,Cycloheximide cs,LmPK inh,Pf growth 96h,Tb PYK inh
CCCCNC(=O)CSc1nnc(Cc2ccccc2)n1CC1CCCO1 (configuration not stated),-4,2%,1%,-4,1%,-15%,3%
O=C(NCCSCc1ccc(Cl)cc1)c1cccs1,-6,3.3µM*,-8%,9,10%,10µM*,0%

More results.
Structure,Shiga inhibitor,Pf growth 48h,HCV inhibitor,Cycloheximide cs,LmPK inh,Pf growth 96h,Tb PYK inh
C=CCOc1ccc(CNc2nn[nH]n2)cc1,-9,4%,16%,-6,4%,.,6%
COc1cccc(NC(=O)CN(C)CC(=O)NCc2ccco2)c1,.,-25%,9%,.,.,-5%,1%
Cc1ccccc1N1CCN(C2CCCN(C(=O)CCN3CCCCC3=O)C2)CC1 (configuration not stated),-2,7%,19%,-4,2%,?,2%
CCCS(=O)(=O)c1nc(S(=O)(=O)c2ccc(C)cc2)c(N2CCC(O)CC2)s1,14,-6%,1%,-2,-2%,-10%,1%
Cn1c(=O)oc2cc(S(=O)(=O)NCCN3CCc4ccccc4C3)ccc21,-5,14%,4%,-2,0%,8.3µM*,1%
CCOc1ccc(C(C(=O)NCC2CCCO2)N(C(=O)c2snc(C(N)=O)c2N)c2cccc(F)c2)cc1 (configuration not stated),-3,13µM*,-25%,-1,-1%,28%,-1%
CC(C)(C)N(Cc1ccccc1)C(=O)CSc1nc2ccccc2c(=O)[nH]1,-4,?,-20%,-4,6%,.,-1%
COc1ccc(C(=O)COC(=O)c2cc(S(=O)(=O)NCc3ccccc3)ccc2O)cc1,-9,10%,0%,2,-1%,1%,5%
CS(=O)(=O)Nc1ccc(C(=O)NC2CCCCC2)cc1,-5,13%,1%,10,5%,1%,-12%
CCn1c(C)nnc1SCC(=O)Nc1nccs1,-4,44%[activator],15%,-5,1%,0%,-5%
Cc1cccc(Nc2ncc3c(n2)CC(c2ccco2)CC3=O)c1 (configuration not stated),20,3%,-3%,15*,6%,32%[activator],3%
CC1CC(C)(C)CC2(C1)NC(=S)N(c1ccccc1)N2 (configuration not stated),-7,.,2%,5,-2%,23%,-10%
CC1CN(C(=O)CS(=O)(=O)Cc2ccc(Cl)cc2)CC(C)O1 (configuration not stated),-7,-1%,-4%,-3,-5%,27%,-2%
COc1ccccc1-n1cc(C(=O)NCC(=O)N2CCN(c3ccccc3)CC2)c2ccccc2c1=O,50*,24%,-6%,30*,2%,-2%,0%
CN(Cc1ccccc1)C(=O)C(C(=O)c1ccc(F)cc1)n1cc(Cl)ccc1=O (configuration not stated),48*,226%[activator],0%,41*,3%,?,-1%
Clc1ccc(Nc2ncnc3c2cnn3-c2ccccc2)cc1,58*,-73%,-7%,42*,2%,?,1%
O=C(O)C1Cc2ccccc2CN1C(=O)COc1ccc(Br)cc1 (configuration not stated),-12,8%,13%,-4,8%[11.5 µM],19%,3%
COc1ccc(CNC(=S)N/N=C(/C)c2ccccc2)cc1,84*,42%[activator],1%,49*,7%,-18%,-2%
CCC(C)NC(=O)CS(=O)(=O)Cc1nc(-c2cccc(OC)c2)oc1C (configuration not stated),-2,5%,1%&5%,-2,-2%,?,5%
CC1=C(C(=O)OCc2ccccc2)C(c2ccsc2)NC(=O)N1C (configuration not stated),-5,-2%,-2%,-4,0%,0%,3%

Structure,Shiga inhibitor,Pf growth 48h,HCV inhibitor,Cycloheximide cs,LmPK inh,Pf growth 96h,Tb PYK inh
Cc1cc([N+](=O)[O-])nn1CC(=O)NCc1ccc(Cl)cc1,14,-8%,9%,-1,3%,-18%,0%
CCN(CC)S(=O)(=O)c1cc([N+](=O)[O-])ccc1N1CCC(C(N)=O)CC1,-6,-21%,7%,-2,2%,-24%,0%
CCOC(=O)C1=C(C)N=c2s/c(=C\c3ccc(OCC(=O)O)cc3)c(=O)n2C1c1ccc(Cl)cc1 (configuration not stated),28,9.3µM*,?,-2,-2%,1.5µM*,7%
NC(CO)(CO)COCc1ccccc1,-13,?,16%,0,0%,33%[activator],-2%
O=C(CSc1ccc(-c2cccnc2)nn1)N1CCCCC1,1,-14%,8%,-7,-6%,-14%,-9%
CCC(C)NC(=O)c1ccc(NS(=O)(=O)c2ccc3[nH]c(=O)[nH]c3c2)cc1 (configuration not stated),13*,23%,2%,28,-5%,?,-4%
C=CCOc1ccccc1CN1CCC(C(=O)Nc2cccc(-c3ccn[nH]3)c2)CC1,-5,?,?,16,8%,?,5%
CCC(C)C(NC(=O)OCc1ccccc1)C(=O)NCC(c1ccccc1)N(C)C (configuration not stated),-15,-12%,4%,-4,-2%,?,-4%
O=C(CCCNS(=O)(=O)c1cccc2nsnc12)NCCN1CCN(c2ccccc2F)CC1,-11,?,-27%,-4,0%,?,-8%

Just LmPK inh and Shiga inhibitor (3 entries from above):
| mol | LmPK inh | Shiga inhibitor |
| --- | --- | --- |
| Cc1cc([N+](=O)[O-])nn1CC(=O)NCc1ccc(Cl)cc1 | 3% | 14 |
| CCN(CC)S(=O)(=O)c1cc([N+](=O)[O-])ccc1N1CCC(C(N)=O)CC1 | 2% | -6 |
| CCOC(=O)C1=C(C)N=c2s/c(=C\c3ccc(OCC(=O)O)cc3)c(=O)n2C1c1ccc(Cl)cc1 (configuration not stated) | -2% | 28 |
